KCNQ1 block: inhibitors of human KCNQ1 channel, primary screen, cell-based, thallium flux, high-throughput | B-score at 10 µM | actives 1.3% (n = 310,000) | CHO-K1 KCNQ1, FluxOR thallium flux fluorescence; stronger effect = higher value;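 active means compounds whose thallium flux B-score, printed positive for inhibition, exceeds three library SD while starting fluorescence stays within three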;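 further: channel opened by potassium depolarization with thallium stimulus after 20 min compound exposure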
KCNQ1 pot: potentiators or activators of KCNQ1 channel, primary screen, cell-based, thallium flux, high-throughput; CHO-K1 KCNQ1, thallium flux FluxOR fluorescence; stronger effect = higher value; AID 2648, 2010; B-score at 10 µM; Potassium voltage-gated channel subfamily KQT member 1 (Homo sapiens), P51787; actives 0.35% (n = 310,000);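 active means fluorescence ratio B-score, a plate-corrected score, at least three library SD, with initial intensity B-score within 5 SD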
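Medium – assay buffer, equal DMSO in all wells · Material – CHO-K1 cell line with stable KCNQ1 potassium channel expression · Signal – kinetic FluxOR thallium fluorescence, 10-s 1-Hz baseline, 110-s post-stimulus read · Compound – single concentration per compound, DMSO matched to controls · Schedule – 37 °C overnight plating, 90-min dark dye load, 20-min compound pretreatment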
TRPC4 block: inhibitors of mouse TRPC4 channel, primary screen, Fluo4 calcium, HEK293 TRPC4beta/mu-opioid cells; Short transient receptor potential channel 4 (Mus musculus), Q9QUQ5; DAMGO-evoked Fluo4 calcium flux; stronger effect = lower value; B-score at 10 µM; actives 0.39% (n = 300,000);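 active means B-score over 3 SD under the library average, no early fluorescence shift, positive overall ratio signal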
Target sequence (Q9QUQ5 whole entry, looked up): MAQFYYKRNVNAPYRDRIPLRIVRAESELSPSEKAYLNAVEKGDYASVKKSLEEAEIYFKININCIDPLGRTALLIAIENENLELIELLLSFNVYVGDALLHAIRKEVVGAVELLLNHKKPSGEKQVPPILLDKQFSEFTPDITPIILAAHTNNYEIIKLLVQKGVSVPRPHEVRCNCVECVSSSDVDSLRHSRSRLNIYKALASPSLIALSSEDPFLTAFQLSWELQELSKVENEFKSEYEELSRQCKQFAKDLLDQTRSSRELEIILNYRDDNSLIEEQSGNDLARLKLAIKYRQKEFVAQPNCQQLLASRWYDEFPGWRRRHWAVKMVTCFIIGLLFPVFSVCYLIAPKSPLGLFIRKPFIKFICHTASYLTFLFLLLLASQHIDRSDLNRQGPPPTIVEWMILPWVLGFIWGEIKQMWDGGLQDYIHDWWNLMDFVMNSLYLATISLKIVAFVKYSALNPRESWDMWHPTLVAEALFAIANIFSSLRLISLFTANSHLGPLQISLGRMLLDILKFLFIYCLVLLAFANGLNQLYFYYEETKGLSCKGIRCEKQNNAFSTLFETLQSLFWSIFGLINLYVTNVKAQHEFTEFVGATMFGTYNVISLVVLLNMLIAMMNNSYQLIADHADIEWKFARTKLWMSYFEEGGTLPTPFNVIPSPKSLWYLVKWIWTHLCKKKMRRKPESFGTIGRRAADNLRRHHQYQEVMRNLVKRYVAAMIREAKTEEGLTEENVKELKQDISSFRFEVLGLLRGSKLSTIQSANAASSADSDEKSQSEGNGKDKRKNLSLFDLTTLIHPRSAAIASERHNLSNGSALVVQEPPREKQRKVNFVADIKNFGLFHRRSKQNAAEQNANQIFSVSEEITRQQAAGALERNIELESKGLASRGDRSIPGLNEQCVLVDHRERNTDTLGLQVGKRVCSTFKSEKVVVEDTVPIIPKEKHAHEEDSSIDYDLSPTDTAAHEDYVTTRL
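Assay system – HEK293 line stably carrying TRPC4beta and mu-opioid receptor · Doses – single dose · Detection – Fluo4 calcium-dye fluorescence, kinetic read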
PolyA inh: polyadenylation inhibitors in yeast reporter cells, primary screen, luminescence, S. cerevisiae | S. cerevisiae SKY197-pL101 polyadenylation reporter, beta-gal luminescence; efflux-impaired pdr1/pdr3 knockout yeast; score 100 = 6 SD above DMSO | calls only at 12 µM | actives 0.02% (n = 300,000) | AID 1875, 2009;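 active means lowest replicate activity score at least 50, where 100 means six control SD above control mean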;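 further: yeast exposed to compound for 9 h at 30 °C; higher score means more reporter readthrough which indicates perturbed polyadenylation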
KCNK9 inh: KCNK9 potassium channel inhibitors, primary screen, HEK293 cells, thallium flux. Potassium channel subfamily K member 9 (Homo sapiens), Q9NPC2. FluxOR thallium flux fluorescence; stronger effect = lower value. B-score at 10 µM. actives 1.2% (n = 310,000);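 active means ratio B-score over 3 SD below the library mean, with starting fluorescence within 5 SD of its mean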;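 further: negative B-score means less thallium flux so channel inhibition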
TRPC4 PAM: positive allosteric modulators of TRPC4, primary screen, cell-based, mouse TRPC4beta, HEK293 mu-opioid, Fluo-4 calcium; AID 2227, 2009; B-score at 10 µM; actives 0.42% (n = 310,000); DAMGO EC20, Fluo-4 Ca2+ flux; stronger effect = higher value;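 active means B-score of calcium response area above 5 SD of library B-scores, with initial fluorescence ratio within 5 SD of library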;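 further: B-score of integrated fluorescence ratio over time as area under calcium response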
hERG protect: hERG rescue from dofetilide block, primary screen, cell-based, CHO-hERG, FluxOR thallium flux, dofetilide IC70 | Voltage-gated inwardly rectifying potassium channel KCNH2 (Homo sapiens), Q12809 | dofetilide IC70 present | activation (rescue from dofetilide block), less the hit threshold, % at 10 µM | actives 0.51% (n = 310,000);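 active means activation above the mean of controls blocked by dofetilide plus 5 SD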;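 further: thallium influx through hERG after potassium depolarization seen as dye fluorescence rise; in these data hits start at about 4.7%; inactives centre near -7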
TRPC4 agonist: activators of mouse TRPC4 channel, primary screen, Fluo4 calcium, HEK293 TRPC4beta/mu-opioid cells. Short transient receptor potential channel 4 (Mus musculus), Q9QUQ5. Fluo4 calcium fluorescence; stronger effect = higher value. B-score at 10 µM. actives 0.49% (n = 310,000);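 active means B-score above 5 SD of library B-scores, and initial fluorescence ratio not above library mean plus 5 SD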;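 further: positive B-score marks a calcium rise read as TRPC4 activation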
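Material: TRPC4beta and mu-opioid receptor HEK293 stable cells | Incubation: 45 min room-temperature Fluo4 loading, 110 s read | Detection: Kinetic Fluo4 calcium fluorescence | Measure: Integrated baseline-normalised fluorescence ratio, converted to per-well B score | Benchmarks: Low control buffer alone, high control maximal DAMGO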
Platelet DG rel: inhibitors of platelet dense granule secretion, primary screen, cell-based, MLPCN, human platelets | human platelet-rich plasma, SFLLRN dense granule ATP release, luminescence | actives 0.22% (n = 300,000) | inhibition, %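 (compounds screened at 7.5 µM in platelet-rich plasma)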;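 active means mean replicate score, as percent of positive control, at or above 50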
Dyrk1A ADPGlo: rat Dyrk1A kinase inhibitors, primary screen, biochemical, single point, plate reader. Dual specificity tyrosine-phosphorylation-regulated kinase 1A (Rattus norvegicus), Q63470. ADP-Glo luminescence, NFATc1 peptide. inhibition, % at 12.5 µM. actives 0.43% (n = 310,000); in the data active means inhibition above about 50%;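 further: plate controls were vehicle with enzyme for no effect and no enzyme for full effect; many of its hits are not listed in these tables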
KCNK3 inh: human KCNK3 channel inhibitors, primary screen, CHO cells, FluxOR thallium flux, B-score. B-score at 10 µM. FluxOR fluorescence; stronger effect = lower value. AID 602410, 2012. actives 0.84% (n = 340,000);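 active means B-score under library mean minus 4 SD, starting fluorescence ratio at most library mean plus 5 SD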;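 further: more negative B-score means stronger inhibition of thallium flux through KCNK3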
Active calls of the source: *; i = inactive; . = not tested or not shown.

smiles	TRPC4 block	hERG protect	KCNK9 inh	PolyA inh	Dyrk1A ADPGlo	TRPC4 agonist	TRPC4 PAM	KCNQ1 block	KCNQ1 pot	Platelet DG rel	KCNK3 inh
O=C(OCC(=O)N1CCN(C(=O)c2ccco2)CC1)c1ccc(S(=O)(=O)N2CCCCC2)cc1	i	-9.9	i	i	-8.3	i	i	i	i	9.1	i
C/C(=N\NC(=O)c1ccc2c(c1)OCO2)c1ccc(O)cc1	i	-6.4	i	i	-4.3	i	i	i	i	0.5	i
O=C(Nc1ccccc1N1CCCC1)c1ccc2c(c1)OCO2	i	-10.4	i	i	2.8	i	i	i	i	-3.3	i
Cc1ccc(C(O)(CNCc2ccccc2)c2ccccc2)cc1 (stereo unspecified)	i	-7.2	i	i	-4.6	i	i	i	i	5.9	i
CCOC(=O)C1=C(SCC(=O)Nc2ccccc2)NC(=O)C(C#N)C12CCCCC2 (stereo unspecified)	i	-9.0	i	i	9.0	i	i	i	i	3.2	i
COCc1cc(C)nc(OCC(=O)N/N=C/c2ccco2)c1C#N	i	-7.2	i	i	0.8	i	i	i	i	-1.9	i
CCOc1cc(C)c(Cl)cc1S(=O)(=O)NCc1ccco1	i	-12.9	i	i	3.0	i	i	i	i	-10.3	i
O=S(=O)(c1cc(Cl)ccc1Cl)N1CCNCC1	i	-4.5	i	i	-1.7	i	i	i	i	-1.8	i
C/C(=N\OC(=O)c1ccc(OC(C)C)cc1)c1ccc(C)c(C)c1	i	-23.5	i	i	3.4	i	i	i	i	-6.4	i
CCCCC(=O)Nc1nc2ccc(C(=O)OC)cc2s1	i	-9.8	i	i	1.4	i	i	i	i	3.9	i
CCC(C)c1ccccc1NC(=O)COC(=O)c1ccc(N2CCCC2)c([N+](=O)[O-])c1 (stereo unspecified)	i	-11.1	i	i	-4.4	i	i	i	i	10.6	i
COc1ccc(C(=O)Nc2c3c(nn2C(C)(C)C)CS(=O)(=O)C3)cc1OC	i	-5.3	i	i	2.0	i	i	i	i	2.5	i
COc1ccccc1N(CC(=O)NC1CCCC1)S(=O)(=O)c1ccc(C)cc1	i	-5.8	i	i	-0.9	i	i	i	i	-0.6	i
Cc1nn2cc(-c3ccc(Cl)cc3)cnc2c1Cl	i	-6.0	i	i	.	i	i	i	i	17.7	i
CCC1CCCCN1C(=O)CSc1nnc(-c2c[nH]c3ccccc23)o1 (stereo unspecified)	i	-1.1	i	i	-7.2	i	i	i	i	1.4	i
COc1ccc(CC(NC(C)=O)C(=O)NC2CCN(S(=O)(=O)c3ccccc3)CC2)c(OC)c1 (stereo unspecified)	i	-5.7	i	i	-6.2	i	i	i	i	2.2	i
CCCn1cc(NC(=O)c2cc(-c3ccccc3)on2)cn1	i	-3.5	i	i	4.0	i	i	i	i	-16.2	i
C=CCn1c(C)cc(C(=O)Cn2nc(C(=O)O)c3ccccc3c2=O)c1C	i	-10.4	i	i	-2.6	i	i	i	i	1.5	i
CCOc1ccc(S(=O)(=O)N2CCC(C(=O)OC(C)C(=O)N3CCOCC3)CC2)cc1 (stereo unspecified)	i	-8.6	i	i	-1.8	i	i	i	i	6.0	i
CC(Cc1cccnc1)NC(=O)c1cc(COc2c(F)cccc2F)on1 (stereo unspecified)	i	-3.4	i	i	-1.2	i	i	i	i	-0.3	i
CC(C)(C)OC(=O)N/N=C/c1ccc(C(=O)O)cc1	i	-7.5	i	i	-7.0	i	i	i	i	-9.4	i
COc1ccc(C2/C(=C(/O)c3ccccc3)C(=O)C(=O)N2CO)cc1 (stereo unspecified)	i	-6.7	i	.	-0.1	i	i	i	i	11.6	i
Cc1cc(OCC(=O)Nc2ccc(CN3CCOCC3)cc2)ccc1Cl	i	-9.5	i	i	6.6	i	i	i	i	-5.9	i
COc1ccc(NC(=O)CSc2ccc3nnc(-c4ccccn4)n3n2)c(OC)c1	i	-7.6	i	i	-1.2	i	i	i	i	-20.0	i
Cc1ccccc1OCCSCc1nc2ccccc2[nH]1	i	-17.0	i	i	1.5	i	i	i	i	2.6	i
O=C(Oc1ccc(-c2nnco2)cc1)N1CCCCC1	i	-5.3	i	i	-2.2	i	i	i	i	-0.7	i
O=C(N=Nc1c(O)[nH]c2ccccc12)c1cccc(S(=O)(=O)N2CCCCC2)c1	i	-3.1	i	i	-2.5	i	i	i	i	6.2	i
Cc1cc(NC(=O)CCN2CCN(Cc3ccccc3)CC2)ccc1Br	i	-11.1	i	i	1.3	i	20*	i	i	0.4	i
COc1cccc(-n2ccnc2SCC(=O)N2CCc3ccccc32)c1	i	-3.3	i	i	8.7	i	i	i	i	-1.1	i
Cc1cc2oc(=O)cc(CN(C)Cc3ccc(OC(F)F)cc3)c2cc1Cl	i	-15.5	i	i	-3.8	i	i	i	i	4.2	-10.4*
NC(=O)COc1cccc2cccnc12	i	-1.5	i	i	32.3	i	i	i	i	5.1	i
O=C(Nc1cccc(F)c1)NC1(C(=O)N2CCN3CCCC3C2)CCCCC1 (stereo unspecified)	i	-7.5	i	i	-1.8	i	i	i	i	0.6	i
COc1ccc2c(c1)C(C)=CC(C)(C)N2C(=O)Nc1ccccc1	i	-3.0	i	i	-3.2	i	i	i	i	3.0	i
CC1CC(C)CN(CCOCCSc2ccc(Cl)cc2)C1 (stereo unspecified)	i	-4.4	i	i	-6.4	i	i	i	i	0.9	i
CCOc1ccc(-n2nc3c(=O)[nH]nc(C)c3c2C)cc1	i	-2.8	i	i	3.8	i	i	i	i	10.4	i
Cc1cnnn1-c1cccc([N+](=O)[O-])c1	i	-12.3	i	i	-3.2	i	i	i	i	-1.4	i
Cc1ccc(C2CC(C(F)(F)F)n3nc(C(=O)NCCN4CCOCC4)cc3N2)cc1 (stereo unspecified)	i	-10.9	i	i	0.7	i	i	i	i	18.1	i
CCOCCCNC(=O)CCCOc1ccccc1	i	-8.2	i	i	2.6	i	i	i	i	2.8	i
Cc1ccc(NC(=O)c2ccc(OC(=O)COc3ccc(Cl)cc3C)cc2)cc1	i	-3.7	i	i	-7.2	i	i	i	i	23.5	i
COc1ccccc1C(=O)NCCC(=O)NNC(=O)c1ccccc1O	i	-7.0	i	i	0.4	i	i	i	i	16.1	i
O=C(c1ccc(F)cc1)N1C2CCC1CC(O)(c1ccc(F)cc1)C2 (stereo unspecified)	i	-9.7	i	i	-6.1	i	i	i	i	2.5	i
C/C(=N\NC(=O)c1cccc(C)c1)c1cccc(NC(=O)c2ccco2)c1	i	-5.5	i	i	7.5	i	i	i	i	-0.1	i
CCOc1ccc(-c2nc(CSCC(=O)NCc3ccco3)c(C)o2)cc1	i	0.1	i	i	-12.4	i	i	i	i	1.5	i
CCn1c(C)nc2cc(C(=O)NNC(=S)Nc3ccc(C)cc3)ccc21	i	-5.5	i	i	-3.4	i	i	i	i	0.6	i
CCC(C)NC(=O)CSc1nc2ccccc2c(=O)n1Cc1ccc(OC)cc1 (stereo unspecified)	i	-11.0	i	i	-27.1	i	i	i	i	1.7	i
CC(=O)Nc1ccc(Oc2ccc3c(c2)C(=O)NC3=O)cc1	i	-3.3	i	i	-3.1	i	i	i	i	1.4	i
O=C(NC1CCCCC1)c1cccc(Cn2cc(Cl)cn2)c1	i	-8.8	i	i	3.0	i	i	i	i	-0.8	i
CCN(C(=O)CSc1n[nH]c(-c2cccs2)n1)C1CCS(=O)(=O)C1 (stereo unspecified)	i	-7.8	i	i	-7.0	i	i	i	i	4.8	i
COC(=O)CC(c1ccccc1F)N1Cc2ccccc2C1=O (stereo unspecified)	i	-5.3	i	i	3.4	i	i	i	i	1.0	i
O=S(=O)(c1ccsc1)N1CC=C(c2ccccc2)CC1	i	-9.7	i	i	15.5	i	i	i	i	-9.8	i

Structures listed above marked active in TRPC4 PAM:
Structure	TRPC4 block	KCNK9 inh	PolyA inh	Dyrk1A ADPGlo	TRPC4 PAM	KCNQ1 block	KCNQ1 pot	Platelet DG rel	KCNK3 inh
Cc1cc(NC(=O)CCN2CCN(Cc3ccccc3)CC2)ccc1Br	i	i	i	1.3	20*	i	i	0.4	i

(list continues)
smiles	TRPC4 block	hERG protect	KCNK9 inh	PolyA inh	Dyrk1A ADPGlo	TRPC4 agonist	TRPC4 PAM	KCNQ1 block	KCNQ1 pot	Platelet DG rel	KCNK3 inh
COc1ccc(N/C=C/C(=O)c2ccc(Oc3ncccn3)cc2)cc1	i	-0.2	i	i	1.8	i	i	i	i	-2.1	i
CCOC(=O)Cc1csc(NC(=O)C2C3C=CC(C3)C2C(=O)O)n1 (stereo unspecified)	i	-4.6	i	i	4.4	i	i	i	i	.	i
Cn1c(/C(C#N)=C/c2ccncc2)nc2ccccc21	i	-10.7	i	.	-53.9	i	i	i	i	8.3	i
Cc1ccsc1/C=N/NC(=O)Cc1ccc(Cl)cc1	i	-7.0	i	i	-7.6	i	i	i	i	-3.5	i
CC(=O)c1c(C(C)=O)c(C)n(NC(=O)c2cccnc2)c1C	i	1.5	i	i	7.7	i	i	i	i	12.8	i

Only part of the results is shown; rates above refer to the full screens.
